# Bioassay records as filed in PubChem BioAssay.
# EPAC2 antag – antagonists of human EPAC2. EPAC2 GEF exchange of Rap1B-BODIPY-GDP, fluorescence. Potency, µM (doses to about 114 µM), without a hit: top-dose activity, negative = inhibition, hits mostly inhibitors. 360,000 compounds, 0.18% hits; note: potency is the fitted concentration of half-maximal effect; % is set by controls: 0 for no effect and ±100 for the full control effect; nearly all actives have a fitted effect of over 45% in size; many of its hits are not listed in these tables
# Target sequence (Q8WZA2 whole entry, looked up): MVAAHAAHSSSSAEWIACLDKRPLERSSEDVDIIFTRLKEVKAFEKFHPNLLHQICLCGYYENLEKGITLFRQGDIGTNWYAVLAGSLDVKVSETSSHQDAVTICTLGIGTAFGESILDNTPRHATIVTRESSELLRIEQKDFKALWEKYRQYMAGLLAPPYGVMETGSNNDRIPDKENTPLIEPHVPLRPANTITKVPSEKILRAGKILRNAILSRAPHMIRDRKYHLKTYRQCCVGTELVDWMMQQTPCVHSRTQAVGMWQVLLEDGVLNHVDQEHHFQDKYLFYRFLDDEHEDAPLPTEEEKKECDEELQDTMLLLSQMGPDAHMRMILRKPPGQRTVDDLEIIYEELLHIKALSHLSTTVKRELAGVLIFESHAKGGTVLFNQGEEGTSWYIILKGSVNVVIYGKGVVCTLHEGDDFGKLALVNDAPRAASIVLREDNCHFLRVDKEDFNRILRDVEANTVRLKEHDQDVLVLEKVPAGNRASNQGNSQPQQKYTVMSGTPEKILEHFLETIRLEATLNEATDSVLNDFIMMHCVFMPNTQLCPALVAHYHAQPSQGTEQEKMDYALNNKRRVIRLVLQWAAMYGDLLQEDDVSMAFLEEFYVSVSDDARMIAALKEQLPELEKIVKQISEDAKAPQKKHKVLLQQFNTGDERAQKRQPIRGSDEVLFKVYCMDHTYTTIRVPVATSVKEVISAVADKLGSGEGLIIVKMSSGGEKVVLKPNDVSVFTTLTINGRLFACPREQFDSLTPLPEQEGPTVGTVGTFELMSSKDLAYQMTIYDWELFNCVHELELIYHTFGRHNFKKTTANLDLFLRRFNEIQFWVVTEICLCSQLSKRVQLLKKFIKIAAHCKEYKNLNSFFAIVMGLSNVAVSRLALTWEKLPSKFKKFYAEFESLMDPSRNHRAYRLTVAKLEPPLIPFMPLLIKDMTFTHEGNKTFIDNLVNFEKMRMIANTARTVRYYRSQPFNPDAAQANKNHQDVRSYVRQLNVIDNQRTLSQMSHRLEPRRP
# FUS suppressor – rescues growth of FUS-expressing yeast | S. cerevisiae FUS-expressing, growth rescue, OD600, 24 h | Potency, µM (doses to about 76.6 µM), for inactives: top-dose growth rescue (activation), hits mostly activators | 390,000 compounds, 0.24% hits | AID 1347120;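 note: potency is the fitted concentration of half-maximal effect; plate controls were DMSO vehicle for no effect and reference control for full effect; nearly all actives have a fitted effect of over 55% in size; some results filed as inactive show a strong effect at the top dose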
#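 Quantitative HTS measuring growth restoration of FUS-toxic yeast. Galactose-induced cells (OD 0.005) were exposed 24hr at 30C to compounds at several concentrations, then absorbance at 600 nm was recorded.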
# D3 ag – agonists of human D3 dopamine receptor | P35462 | D3R DiscoveRx beta-arrestin cells, luminescence, 90 min | max activation, % | 410,000 compounds, 0.58% hits | AID 652048; in the data active = max activation above about 30%; note: 0% is about no effect; mostly tested at two doses, the higher about 12 µM
#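 Cells at 1500/well, incubated overnight, then treated with pinned compounds (dopamine as control) for 90 min at 37 degrees C. DiscoveRx reagent added for 30 - 60 minutes at room temperature; luminescence read.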
# TDP-43 yeast inh – inhibitors of TDP-43 toxicity in yeast; TDP-43 expressing yeast growth rescue, BacTiter-Glo, 24 h; Potency, µM (doses to about 46.1 µM), for inactives: top-dose growth rescue (activation), most hits filed as activators; 410,000 compounds, 1.8% hits; AID 652104; note: potency is the fitted concentration of half-maximal effect; % of control where 0% means no effect; nearly all actives have a fitted effect of over 50% in size
#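 Readout is BacTiter-Glo luminescence of cell growth, so inhibitors register as activators. TDP-43-expressing yeast at OD600=0.02 in galactose medium, after raffinose pregrowth to mid-log, were incubated with compound for 24 hr at 30 deg C.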
# aSyn yeast inh – alpha-synuclein toxicity inhibition in yeast | Potency, µM (series often up to 46.1 µM), for the others: top-dose growth rescue (activation), most hits filed as activators | Yeast expressing alpha-synuclein, growth rescue, BacTiter-Glo, 24 h | 370,000 compounds, 0.14% hits; note: potency is the fitted concentration of half-maximal effect; % of control where 0% means no effect; nearly all actives have a fitted effect of over 65% in size
#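 Rescue of yeast growth: cells expressing toxic alpha-synuclein, induced in galactose at OD600 0.02, incubated with compound 24 h at 30 C. ATP luminescence quantified growth; inhibitors of toxicity appear as activators.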
# Abeta yeast res – compounds reversing amyloid beta toxicity in yeast | yeast expressing A-beta42, growth rescue, OD600, 48 h; response scale: 0% DMSO, 100% iron-clioquinol control | AID 1347071 | 410,000 compounds, 0.063% hits | Potency, µM (series often up to 46.1 µM), for inactives: at the highest dose growth rescue, hits mostly activators; note: potency is the fitted concentration of half-maximal effect; nearly all actives have a fitted effect of over 55% in size
#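 Yeast growth medium received pinned compounds, then yeast cells expressing toxic A-beta were added; plates incubated at 30 C for 48 hr. Growth read as absorbance at 600 nm, normalized to DMSO and equimolar FeCl3 plus clioquinol controls.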
# D3 antag – blocks the human D3 dopamine receptor | P35462 | D3R cells, DiscoveRx beta-arrestin luminescence, antagonist mode; hits give low values | max response, negative = inhibition, % | 360,000 compounds, 2.5% hits; in the data active = max response below about -50%; inconclusive = no clear call, values can overlap the other calls; note: % is set by controls: 0 for no effect and ±100 for the full control effect; mostly tested at two doses, the higher about 12 µM
#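 Cells expressing the human receptor were seeded at 1500 cells/well, incubated overnight at 37 degrees C in 5% CO2, then exposed to library compounds with dopamine controls for 90 minutes at 37 degrees C before luminescent detection.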
# EPAC2 agonist – agonists of human EPAC2 (RAPGEF4). EPAC2 activation, biochemical qHTS; response scale: 100% = 6.5 mM cAMP response. Potency, µM (highest dose often 154 µM), for the others: at the top dose activation, usual class: activators. 360,000 compounds, 0.079% hits. AID 720711; note: potency is the fitted concentration of half-maximal effect; nearly all actives have a fitted effect of over 50% in size
#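 Guanine nucleotide exchange by EPAC2 is measured as reduced fluorescence of BODIPY-GDP once it is released from 250 nM Rap1B. Plates are read kinetically for 30 min at room temperature; results are scaled to 6.5 mM cAMP.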
# * = called active by the depositor; ? = inconclusive; · = no result given; & = joins results of further samples; [ ] = dose if it differs, or a comment. Unless noted, calls come from the whole dose curve; as a rule, active = well fitted curve in the direction sought with a large enough effect; inconclusive = small, poorly fitted or top-dose-only effect, or another doubt; inactive = no such curve, though single readings can be large; an effect the other way counts as inactive or inconclusive. A portion of the library, so the mix of outcomes need not match the whole.
# Under each structure – EPAC2 antag | FUS suppressor | D3 ag | TDP-43 yeast inh | aSyn yeast inh | Abeta yeast res | D3 antag | EPAC2 agonist
CCCNC(=O)c1ccc(N2CCC3(CC2)CC(c2ccccc2)=NO3)c(NC(=O)c2ccccc2)c1
 : -21% | ? | 13 | -2% | -4% | 6% | 61 | 1%
Cc1nnc(NC(=O)C2CCN(S(=O)(=O)c3ccc(F)c(Cl)c3)CC2)o1
 : -5% | -1% | -1 | 8% | 0% | 9% | -15 | 2%
COc1cc(CNCCCN2CCOCC2)cc(Br)c1OCc1ccc(Cl)cc1
 : -4% | -33% | -14 | 0% | -23% | -50%[inhibitor] | -23 | 11%
CC(=O)NCC(=O)N(c1ccccc1)C1(C(=O)NC2CCCCC2)CCCCC1
 : 6% | 9% | -1 | 6% | -11% | 5% | 8 | -8%
NCC(O)COc1ccc2c(c1)OCO2 (stereo not given)
 : -3% | 3% | -3 | -13% | -4% | -4% | ? | -16%
COc1ccc(Cl)cc1Nc1nc(C)nc2c1nnn2Cc1ccccc1
 : 6% | -3% | -1 | -10%[1.82 µM] | 13% | 4% | 14 | -8%
Cc1ccc(C2CCN(C(=O)c3cnn(-c4cccc(Cl)c4)c3C3CCN(C(=O)OC(C)(C)C)CC3)C2)cc1 (stereo not given)
 : · | ? | -9 | ? | · | 9% | · | ·
O=C(CSc1ccc(Cl)cc1)Nn1cnnc1
 : 17% | 25% | 3 | -6% | -23% | -13% | -18 | 1%
CC(C)Cc1nc2ccc(N)cc2[nH]1
 : 12% | 26% | 6 | 1% | 9% | -12% | 15 | 21%
CCN(CCn1cccn1)Cc1cn[nH]c1-c1ccc(OC)cc1F
 : 0% | -7% | 8 | 4% | 8% | -8% | -7 | -11%
COc1ccc(Br)cc1[C@@H]1Nc2ccc(C(=O)O)cc2[C@@H]2C=CC[C@@H]21
 : · | 26% | -7 | 10% | · | -8% | · | ·
COCCOC(=O)c1[nH]c2c(c1C)C(=O)CC(c1cc(OC)c(OC)c(OC)c1)C2 (stereo not given)
 : -3% | 13% | 9 | 5% | 0% | 3% | 19 | -2%
O=C(NCC(=O)N1CCOCC1)c1ccc(Br)cc1
 : -1% | -13% | 1 | 10% | 1% | 1% | 10 | 13%
CCCCNc1nc(Nc2ccc(C)c(Cl)c2)c2cnn(C)c2n1
 : -1% | ? | 0 | -63%[inhibitor] | -6% | -6% | 20 | -11%
CCCCN(C)C(=O)Cn1cnc2sc(C)cc2c1=O
 : -2% | -29% | -2 | -20% | 0% | -2% | -16 | -4%

# Ordered by length of the SMILES (low to high): part of the list above
# Under each structure – EPAC2 antag | FUS suppressor | D3 ag | TDP-43 yeast inh | aSyn yeast inh | Abeta yeast res | D3 antag | EPAC2 agonist
CC(C)Cc1nc2ccc(N)cc2[nH]1
 : 12% | 26% | 6 | 1% | 9% | -12% | 15 | 21%
CCCCNc1nc(Nc2ccc(C)c(Cl)c2)c2cnn(C)c2n1
 : -1% | ? | 0 | -63%[inhibitor] | -6% | -6% | 20 | -11%
COc1ccc(Br)cc1[C@@H]1Nc2ccc(C(=O)O)cc2[C@@H]2C=CC[C@@H]21
 : · | 26% | -7 | 10% | · | -8% | · | ·

# New compounds follow:
# Under each structure – EPAC2 antag | FUS suppressor | D3 ag | TDP-43 yeast inh | aSyn yeast inh | Abeta yeast res | D3 antag | EPAC2 agonist
CC(=O)Nc1ccc(S(=O)(=O)N2CCC(n3cnc4cc(F)ccc43)CC2)cc1
 : 4% | -2% | 0 | 21% | 6% | 14% | 1 | -1%
CC(C)C[C@@H](CN1C(N)=NC[C@@H]1C)NC(=O)CC12CC3CC(CC(C3)C1)C2
 : 17% | -5% | 7 | 18% | -2% | -5% | -16 | -2%
O=C(CSc1ccsc1[N+](=O)[O-])N1CCN(c2ccccn2)CC1
 : -7% | 16% | -13 | -8% | -8% | -18% | -15 | -3%
CCN(C(=O)Cn1c([N+](=O)[O-])cnc1C)c1ccccc1
 : -4% | -8% | 2 | 20% | 7% | 1% | 151 | -6%
COc1ccc(C(=O)N(C)CCCC2CCCC2)cc1OC1CCN(C(C)=O)CC1
 : 22% | · | 3 | 11% | -6% | 4% | 3 | 0%
N#CCCN1CCN(C(=S)c2ccc(-c3ccc(Cl)c(Cl)c3)o2)CC1
 : -3% | 23% | -2 | ? | 8% | -38%[inhibitor] | -19 | -2%
Cc1nn(C)c(C(=O)NNC(=S)NCc2ccccc2)c1Cl
 : 8% | 2% | -1 | 26% | -4% | 17% | -4 | 9%
Cc1ccccc1-c1nnc(-c2ccc(Cl)cc2)o1
 : 6% | 23% | -1 | -12% | -4% | -20% | -14 | 10%
COc1ccc(-n2c(SCC(=O)N3CCOCC3)nnc2C(C)N2CCCCC2)cc1 (stereo not given)
 : 3% | -4% | 1 | -7% | -7% | 16% | 5 | 0%
Cc1ccccc1NC(=O)CSc1nc2c(oc3ccccc32)c(=O)n1Cc1ccco1
 : · | 4% | -14 | 0% | · | -16% | · | ·
O=C(O)c1ccccn1
 : 15% | -32% | -6&-11 | 0% | 1% | 7% | 4 | 13%
COc1cccc(-n2c(Cc3cc(=O)[nH]c(=O)[nH]3)nnc2SCC(=O)Nc2ccccc2)c1
 : 4% | 5% | -11 | 22% | -4% | -1% | -10 | 14%
CSc1nc2nc(-c3ccccc3)cc(=O)n2[nH]1
 : 7% | 3% | -4 | -22% | -20% | -16% | -25 | 12%
Cc1csc(C(=O)NCC(=O)NNC(=O)c2cccc(Cl)c2)c1
 : -5% | 9% | 1 | 5% | 1% | -5% | -11 | 1%
Cc1nn(C(C)C(=O)NC2CCCCC2)c(=O)c2c1sc1ccccc12 (stereo not given)
 : · | 7% | -2 | 16% | · | -14% | · | ·

# Under each structure – EPAC2 antag | FUS suppressor | D3 ag | TDP-43 yeast inh | aSyn yeast inh | Abeta yeast res | D3 antag | EPAC2 agonist
CC(=O)Nc1ccc(CNc2nc(NCc3cccs3)nc3ccsc23)cc1
 : -9% | -8% | 3 | 0% | 2% | -10% | 10 | 5%
O=C(CNC(=O)c1ccco1)NCC(=O)OCc1ccc(F)cc1
 : 14% | -29% | 20 | 8% | 1% | 3% | 4 | 1%
CCN1CCN(CCOc2ccccc2-c2ccccc2)CC1
 : -5% | -19% | -28 | 13% | 1% | 8% | ? | 12%
C=CCCC(=O)NC1CCCc2c1cnn2-c1ccccc1F (stereo not given)
 : 0% | -10% | 1 | 10% | -8% | -10% | 3 | 15%
CN(C(=O)COc1ccc2c(-c3ccccc3)cc(=O)oc2c1)C1CCS(=O)(=O)C1 (stereo not given)
 : -18% | 24% | 1 | 1% | -5% | 3% | -13 | 2%
CCOC(=O)[C@H]1[C@H]2COc3ccc(Br)cc3[C@@H]2N2C(=O)CN(Cc3ccc(F)cc3)C(=O)[C@@]12C
 : -2% | 3% | -5 | 16% | 1% | 27% | -18 | 14%
COC(=O)c1ccc(OCCOc2ccccc2)cc1
 : 1% | -7% | 4 | 21% | 6% | 10% | -4 | 5%
CCCNC(=O)c1c(NC(=O)C2COc3ccccc3O2)sc2c1CCCC2 (stereo not given)
 : 3% | -1% | 1 | -17% | -1% | 5% | -5 | 0%[15.6 µM]
CN1CCC(N(C)C(=O)c2ccc(Cl)c(S(=O)(=O)N3CCc4ccccc43)c2)CC1
 : -9% | -1% | -2 | 3% | 0% | -11% | -5 | 0%
CCCCn1c(SCC(=O)NCc2ccccc2)nc2ccc(N3CCOCC3)cc2c1=O
 : 12% | 21% | 34* | -9% | 3% | 10% | 35 | -15%
Cc1ccc(C)c(S(=O)(=O)Nc2ccc(C(N)=O)cc2)c1
 : -10% | 6% | 2 | -10% | -6% | -2% | -4 | -5%
CC12CCC(=O)N1C(C(=O)Nc1nc(-c3ccccc3Cl)cs1)CS2 (stereo not given)
 : -28% | 17% | 3 | 10µM* | 7% | 20% | 2 | 7%
CCn1cc(C(=O)NCCCOC)c(=O)c2cc(S(=O)(=O)N(C)C)ccc21
 : 5% | -18% | 1 | 7% | 2% | 5% | 3 | 7%
O/N=C1/CCc2nonc2/C1=N/O
 : -4% | -6% | -7 | -3% | -2% | -3% | 3 | 12%
COC(=O)c1ccc(NC(=O)c2ccccc2-c2ccccc2C(=O)O)cc1
 : 5% | 16% | 0 | 4% | 1% | 9% | -1 | 0%

# Taken from above:
# CCOC(=O)[C@H]1[C@H]2COc3ccc(Br)cc3[C@@H]2N2C(=O)CN(Cc3ccc(F)cc3)C(=O)[C@@]12C in D3 ag reads -5
# O=C(CNC(=O)c1ccco1)NCC(=O)OCc1ccc(F)cc1 in aSyn yeast inh reads 1%
# CN(C(=O)COc1ccc2c(-c3ccccc3)cc(=O)oc2c1)C1CCS(=O)(=O)C1 (stereo not given) in D3 antag reads -13

# (continued)
# Under each structure – EPAC2 antag | FUS suppressor | D3 ag | TDP-43 yeast inh | aSyn yeast inh | Abeta yeast res | D3 antag | EPAC2 agonist
CC(=O)Nc1ccc(S(=O)(=O)NCC(=O)NNC(=O)c2csc(N3CCOCC3)n2)cc1
 : 15% | -1% | 9 | -19% | -8% | 6% | 5 | 2%
CCOC(=O)N1CCc2c(sc3[nH]c(=S)[nH]c(=S)c23)C1
 : -9% | -9% | 22 | ? | -5% | 17% | -3 | 10%
CN1C(=O)Cn2c1nc1ccccc12
 : 5% | 19% | -10 | -14% | 6% | 13% | 36 | -83%[inhibitor][15.6 µM]
COc1ccccc1C(=O)NC1CCCc2ccccc21 (stereo not given)
 : ? | 11% | 3 | -4% | -14% | -15% | -3 | 6%
COc1ccncc1-c1csc(C(O)c2ccccc2)n1 (stereo not given)
 : 1% | -9% | -23 | 17% | -2% | 1% | -19 | 11%
COc1ccc(-n2c(Cn3nnc4ccccc43)n[nH]c2=S)cc1
 : 4% | · | 1 | -4% | -3% | 7% | 0 | -3%
CCn1c(CN2CCN(c3ccc(OC)cc3)CC2)nc2cc(S(=O)(=O)N(C)C)ccc21
 : 3% | 22% | 10 | -9% | 17% | 7% | 8 | 12%

# Some entries already given, showing only TDP-43 yeast inh and D3 antag:
SMILES	TDP-43 yeast inh	D3 antag
COc1ccncc1-c1csc(C(O)c2ccccc2)n1 (stereo not given)	17%	-19
CC(=O)Nc1ccc(S(=O)(=O)NCC(=O)NNC(=O)c2csc(N3CCOCC3)n2)cc1	-19%	5
COc1ccc(-n2c(Cn3nnc4ccccc43)n[nH]c2=S)cc1	-4%	0
COc1ccccc1C(=O)NC1CCCc2ccccc21 (stereo not given)	-4%	-3
